Screening results: PubChem BioAssay, several laboratories
SKN-1 block: suppressors of acrylamide-induced Pgst-4::GFP reporter in worms, primary screen, SKN-1 inhibitor project, whole organism, uHTS, GFP/RFP fluorescence ratio, strain VP596; C. elegans VP596 Pgst-4::GFP/RFP ratio, 24 h; inhibition, % at 21.8 µM; actives 0.49% (n = 360,000); AID 624304, 2012;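 active means interference check ratio from 0.5 to 1.5 plus GFP to RFP signal ratio inhibition reaching or exceeding a fixed threshold, cut at about 30% in these data, passing the limit was not always enough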; further: some compounds called inactive have numbers as strong as hits
MLLE-PAM2 inh: inhibitors of PABP1 MLLE–PAM2 peptide binding, primary screen, biochemical, fluorescence polarization, FITC-PAM2, GST-MLLE; inhibition, % at 20 µM; Polyadenylate-binding protein 1 (Homo sapiens), P11940; AID 588489, 2011; actives 0.36% (n = 360,000); in the data active means inhibition above about 35%, passing the limit was not always enough;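 further: plate controls were DMSO wells with GST-MLLE for no effect and wells lacking GST-MLLE protein for full effect; some results filed as inactive read as strong as hits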
MT1-MMP act inh: blockers of MT1-MMP proenzyme processing, primary screen, HT1080 RFP-PRO-GFP cells, GFP/RFP fluorescence; Matrix metalloproteinase-14 (Homo sapiens), P50281; GFP/RFP ratio fluorescence, overnight; percent of plate control window, DMSO zero; GFP/RFP ratio change, % at 20 µM; actives 0.061% (n = 360,000);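 active means GFP/RFP ratio change of at least 30% with cell ATP level not reduced by more than half and red fluorescence within 50% of control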; further: strong numbers were not always called active
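Assay system: HT1080 cells carrying an RFP-PRO-GFP reporter | Dosing: Single dose of 20 µM compound, 1% DMSO final | Incubation: Cells overnight before dosing, compound overnight, 37 °C, 5% CO2 | Evaluation: GFP/RFP fluorescence ratio | Control set: DMSO and RFP-L50D-GFP cell wells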
Rin1-Abl PPI inh: inhibitors of Rin1-Abl protein binding, primary screen, biochemical, TR-FRET | Tyrosine-protein kinase ABL1 (Homo sapiens) + Ras and Rab interactor 1 (Homo sapiens), … | inhibition, % at 7.35 µM | actives 0.4% (n = 360,000); in the data active means inhibition above about 5%, passing the limit was not always enough
CSN deneddyl inh: inhibitors of CSN-mediated cullin deneddylation, primary screen, biochemical, fluorescence polarization, uHTS | COP9 signalosome complex subunit 5 (Homo sapiens), Q92905 | Purified CSN, SCF-Nedd8-OG deneddylation | inhibition, % at 12.5 µM | actives 0.38% (n = 360,000) | AID 651999, 2013;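 active means pattern-corrected inhibition above about 35%, with an unprinted fluorescence ratio check between 0.5 and 1.5, limit read from the data, passing the limit was not always enough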;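 further: 0% = enzyme with substrate and 100% = substrate without enzyme; some results filed as inactive read as strong as hits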
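Material: human Csn5 produced in HEK293T cells; Input: enzyme 0.24 nM; Reagent: SCFSkp2-Nedd8OG substrate at 10 nM final; Dosing: 12.5 µM compound; Incubation: 90 min reaction at room temperature; Detection: fluorescence polarization of the substrate; Evaluation: % inhibition of substrate cleavage by Csn5; Control set: substrate-only high control, full reaction low control.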
Rpn11 inh: Rpn11 (PSMD14) deubiquitinase inhibitors, primary screen, biochemical, fluorescence polarization, uHTS; 26S proteasome non-ATPase regulatory subunit 14 (Homo sapiens), O00487; human 26S proteasome, Ub4-pepOG fluorescence polarization; 20S core pre-blocked with epoxomicin; calls only at 20 µM; actives 0.59% (n = 360,000);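 active means inhibition at 20 µM, scaled to each plate's controls, above about 33%, limit read from the data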
Target sequence (O00487 whole entry, looked up): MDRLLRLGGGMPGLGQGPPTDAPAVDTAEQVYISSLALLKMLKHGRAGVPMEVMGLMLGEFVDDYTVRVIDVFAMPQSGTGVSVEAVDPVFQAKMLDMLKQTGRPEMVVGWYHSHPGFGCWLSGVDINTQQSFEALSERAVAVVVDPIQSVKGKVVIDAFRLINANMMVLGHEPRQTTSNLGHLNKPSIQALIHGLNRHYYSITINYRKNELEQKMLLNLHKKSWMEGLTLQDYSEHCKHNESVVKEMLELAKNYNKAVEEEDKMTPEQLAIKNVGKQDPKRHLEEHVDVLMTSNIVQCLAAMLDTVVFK
Neddylation inh: inhibitors of cullin neddylation, primary screen, biochemical, TR-FRET, uHTS, NAE and Ubc12; actives 0.58% (n = 360,000); calls only at 25 µM; NEDD8-conjugating enzyme Ubc12 (Homo sapiens) + NEDD8-activating enzyme E1 regulatory …; in the data active means inhibition above about 36%
Target sequence (P61081 whole entry, looked up): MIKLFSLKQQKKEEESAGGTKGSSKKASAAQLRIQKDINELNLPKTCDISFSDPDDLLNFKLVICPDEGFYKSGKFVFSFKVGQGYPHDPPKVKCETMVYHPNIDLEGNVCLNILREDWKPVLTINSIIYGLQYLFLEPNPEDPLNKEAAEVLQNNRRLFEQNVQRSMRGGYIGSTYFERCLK
Target sequence (Q13564 whole entry, looked up): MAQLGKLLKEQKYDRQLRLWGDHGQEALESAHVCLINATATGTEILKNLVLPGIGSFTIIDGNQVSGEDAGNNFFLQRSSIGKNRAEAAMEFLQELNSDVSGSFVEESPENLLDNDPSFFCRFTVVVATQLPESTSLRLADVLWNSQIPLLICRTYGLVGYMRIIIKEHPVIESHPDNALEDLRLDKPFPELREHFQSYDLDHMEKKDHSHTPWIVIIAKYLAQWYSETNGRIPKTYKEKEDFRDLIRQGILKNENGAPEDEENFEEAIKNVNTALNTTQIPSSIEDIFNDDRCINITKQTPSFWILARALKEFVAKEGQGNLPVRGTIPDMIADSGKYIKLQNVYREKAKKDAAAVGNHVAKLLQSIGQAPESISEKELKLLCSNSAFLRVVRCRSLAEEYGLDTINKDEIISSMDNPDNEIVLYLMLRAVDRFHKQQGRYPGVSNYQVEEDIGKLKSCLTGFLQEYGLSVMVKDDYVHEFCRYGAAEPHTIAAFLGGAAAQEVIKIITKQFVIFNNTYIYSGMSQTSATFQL
NadD inh: inhibitors of S. aureus NadD, primary screen, biochemical, colorimetric, uHTS. Nicotinate-nucleotide adenylyltransferase NadD (Staphylococcus aureus N315). actives 0.78% (n = 360,000). purified NadD enzyme, colorimetric absorbance read-out. inhibition, % at 20 µM; in the data active means inhibition above about 26%; further: some compounds past the cut are filed as inactive
FAS-TE inh: FAS thioesterase domain inhibitors, primary screen, biochemical, fluorescence intensity, uHTS; recombinant FAS-TE, OMFH fluorogenic substrate, fluorescence endpoint; AID 602261, 2012; inhibition, % at 15 µM; actives 0.67% (n = 360,000); Fatty acid synthase (Homo sapiens), P49327;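 active means compounds whose normalised, plate-corrected inhibition of enzyme fluorescence in the single-dose primary screen is 50% or more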;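 further: 0% = DMSO with enzyme and 100% = substrate without enzyme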
An asterisk follows results filed as active; i = inactive; · = no result given.

SMILES	SKN-1 block	MLLE-PAM2 inh	MT1-MMP act inh	Rin1-Abl PPI inh	CSN deneddyl inh	Rpn11 inh	Neddylation inh	NadD inh	FAS-TE inh
O=C(CN1CCN(CC(=O)Nc2ccccc2Cl)CC1)NCC1(N2CCOCC2)CCCCC1	1.0	-8.3	-5.2	0.6	-1.5	i	i	0.7	-4.5
Cc1nnc2ccc(-c3ccc(NS(=O)(=O)c4ccccc4[N+](=O)[O-])cc3)nn12	-12.9	-9.2	4.0	-2.5	-6.9	i	i	9.0	-2.9
O=C(c1cc2cc3ccc(Cl)cc3nc2o1)N1CCN(Cc2ccc3c(c2)OCO3)CC1	7.0	-0.9	-0.6	-0.8	9.1	i	i	4.9	-3.6
CC(C)N(CCCNC(=O)C1CCN(C(=O)c2cc3sccc3n2C)CC1)Cc1ccccc1	-10.2	5.8	1.0	2.2	-1.1	i	i	-4.4	-8.2
CN(C(=O)c1cccc(NC(=O)Cc2ccc(NC(=O)C3CCCN(C(=O)C4CC4)C3)cc2)c1)C1CCCC1 (stereo not drawn)	23.9	-6.0	1.1	0.2	-5.3	i	i	-0.2	-4.6
CCOC(=O)c1sc(NC(=O)c2c(C)nn(Cc3ccccc3)c2C)cc1C	18.6	3.8	-8.3	-3.5	0.0	i	i	-3.1	15.5
COc1ccc(C(=O)c2sc(Nc3ccc(NC(C)=O)cc3)nc2C)cc1	-8.2	-70.0	2.4	-1.8	2.5	i	i	-0.7	-2.1
COc1ccc(OC)c(-n2nnnc2SCC(=O)Nc2ccccc2N2CCOCC2)c1	-4.2	-5.3	-2.7	3.9	3.4	i	i	-1.0	10.3
Cn1nnnc1SCc1ccccc1F	-8.8	-2.8	4.9	-3.2	4.0	i	i	2.8	-7.5
CCOC(=O)CSc1nc2c(c(=O)[nH]c(=O)n2C)n1Cc1ccccc1	-4.9	-9.6	2.0	-0.1	8.3	i	i	-2.5	-2.6
N#CC1CCN(c2ncccc2[N+](=O)[O-])CC1	14.0	-7.1	2.3	-2.2	-1.6	i	i	2.6	-2.2
CN(Cc1ccccc1)C(=O)c1ncn2c1c(=O)[nH]c1cccnc12	-20.7	0.9	6.3	1.9	2.6	i	i	4.9	-4.9
O=C(NCCN1CCC(n2c(=O)[nH]c3ccccc32)CC1)c1ccc(F)cc1Cl	12.2	·	4.3	·	-7.9	·	i	-7.8	-7.3
O=C(NC1=NN(c2ccccc2)CC1)Nc1ccccc1F	2.2	5.5	1.7	-1.1	2.8	i	i	0.4	-1.8
COc1ccc(-c2ccc(C)cc2)cc1[C@H]1[C@H]2C=CC[C@@H](C)[C@@H]2C(=O)N1Cc1ccccc1	-5.1	7.2	-3.8	-2.4	-7.1	i	i	3.9	24.7
O=C(CSc1nnc2c(n1)[nH]c1ccccc12)Nc1cccc(S(=O)(=O)N2CCOCC2)c1	1.0	22.6	9.4	-2.5	0.3	i	i	13.2	1.3
CC(C)NC(=O)CN1C(=O)CSc2ccc(S(=O)(=O)N3CCCC3)cc21	-0.3	-0.8	2.6	-2.5	0.8	i	i	-7.2	-5.1
Cc1cc(N2CCOCC2)nc2ccc(NC(=O)C3CCCCC3)cc12	-1.0	6.7	9.5	1.9	-0.8	i	·	3.1	-2.1
O=C(C(Cc1ccccc1)N1C(=O)C2C3CCC(C3)C2C1=O)N1CCCCC1 (stereo not drawn)	9.9	-8.5	-4.2	-4.4	-3.7	i	i	-8.4	-5.2
O=C(CN1CCN(c2cccc(Cl)c2)CC1)Nc1ccc([N+](=O)[O-])cc1C(=O)Nc1ccccc1F	3.5	3.4	-0.4	0.8	-0.6	i	i	10.5	59.5*
CCOC(=O)c1c(NC(=O)CN2CCN(C(=O)c3ccco3)CC2)sc(C(N)=O)c1C	-2.2	-5.5	1.3	-5.5	-4.0	i	i	3.9	-0.9
CCc1nnc(NC(=O)CSc2nc(N)c(NC(=O)c3ccc(OC)cc3)c(=O)[nH]2)s1	-17.3	21.6	3.4	-1.9	-2.3	i	i	-1.0	-4.9
Cc1nc(N/N=C/c2ccc(Br)cc2)cc(N2CCOCC2)n1	15.9	-0.4	1.8	-1.5	-1.2	i	i	3.1	5.7
CC(=O)Nc1cccc(NC(C)=O)n1	-13.9	-1.4	1.1	0.2	0.5	i	i	-3.7	-2.1
COc1ccc(NC(=O)C2CCCNC2)cc1OCC(C)C (stereo not drawn)	-5.7	5.7	4.2	-1.9	4.8	i	i	-9.3	-9.4

Some entries already given, reduced to Rpn11 inh, SKN-1 block and MT1-MMP act inh.
Structure	Rpn11 inh	SKN-1 block	MT1-MMP act inh
O=C(CSc1nnc2c(n1)[nH]c1ccccc12)Nc1cccc(S(=O)(=O)N2CCOCC2)c1	i	1.0	9.4
N#CC1CCN(c2ncccc2[N+](=O)[O-])CC1	i	14.0	2.3
O=C(CN1CCN(CC(=O)Nc2ccccc2Cl)CC1)NCC1(N2CCOCC2)CCCCC1	i	1.0	-5.2

Next part
SMILES	SKN-1 block	MLLE-PAM2 inh	MT1-MMP act inh	Rin1-Abl PPI inh	CSN deneddyl inh	Rpn11 inh	Neddylation inh	NadD inh	FAS-TE inh
COc1ccc(CNC(=O)CN2C(=O)C(c3ccccc3)Oc3cccnc32)cc1 (stereo not drawn)	0.3	-26.2	1.1	0.1	-0.3	i	i	-6.5	-3.2
CC(=O)N(C)c1ccc(NC(=O)c2cnn(C)c2)cc1	-9.1	3.2	8.9	-1.2	0.6	i	i	0.6	-8.0
O=C(OCC(=O)N1CCN(C(=O)c2ccco2)CC1)c1cc(-c2cccc(Br)c2)nc2ccccc12	7.3	-10.8	3.0	-13.0	0.0	i	i	23.7	24.9
O=C(Nc1cccc(F)c1)C1C2C=CC3(CN(CCCN4CCOCC4)C(=O)C13)O2 (stereo not drawn)	-2.8	-5.8	1.8	2.2	-3.0	i	i	4.3	-5.7
C/C(=N\NC(=O)CN(c1ccc(C)cc1)S(C)(=O)=O)c1cccs1	9.7	7.2	4.8	0.1	-4.9	i	i	-6.6	-2.0
CCCCCc1cc(=O)oc2c(C(CCN(CC)CC)c3ccc(N(C)C)cc3)c(OC)cc(OC)c12 (stereo not drawn)	1.6	-0.1	-0.6	0.2	3.8	i	i	0.6	-3.5
COc1ccc(N2CCN(C(=O)CNC(=O)c3ccc(Br)o3)CC2)cc1	-11.2	-9.4	1.5	3.9	4.5	i	i	-2.8	-1.5
Cc1cc(NS(=O)(=O)c2ccc(NC(=O)/C=C/c3cccc(Cl)c3)cc2)no1	0.5	-4.6	6.6	-4.0	2.6	i	i	5.5	-1.7
CCCCC1(C)NC(=O)N(CC(=O)Nc2ccc(Cl)cc2C)C1=O (stereo not drawn)	-11.9	-3.9	3.0	4.0	0.1	i	i	0.6	1.4
CCC1Oc2ccc(C)cc2N(CC(=O)NCCCN2CCOCC2)C1=O (stereo not drawn)	13.1	0.4	-2.1	-1.4	-0.8	i	i	1.8	-5.2
C[C@H]1CN([C@@H](C)CO)C(=O)c2cc(C#Cc3ccccn3)cnc2O[C@@H]1CN(C)Cc1ccccc1	15.6	-0.8	3.7	-1.7	2.6	i	i	-9.7	-8.7
OC(CN1CCN(C(c2ccccc2)c2ccccc2)CC1)c1ccccc1 (stereo not drawn)	39.5*	1.4	0.2	-0.5	-0.3	i	i	1.0	7.5
Clc1ccc(C(c2nnnn2C2CCCC2)N2CCN(Cc3ccncc3)CC2)cc1 (stereo not drawn)	4.7	-6.7	·	-1.4	-0.9	i	i	-3.9	2.1
CCOC(=O)C1=CCC(c2ccc(CC)cc2)N(S(=O)(=O)c2ccc(C)cc2)C1 (stereo not drawn)	1.7	13.6	-1.0	2.9	0.0	i	i	8.8	35.6
CN1CCN(C2CN(Cc3cn(Cc4cccc(Cl)c4)nn3)S(=O)(=O)C2)CC1 (stereo not drawn)	-4.8	·	5.7	·	-2.2	·	i	-2.5	-9.6
CCCS(=O)(=O)NC(=O)C1(C)CCN(C(=O)c2cc(C)oc2C)C1 (stereo not drawn)	-9.0	-3.0	7.5	2.4	0.0	i	i	1.0	-2.6
COc1ccc(Cl)cc1NC(=O)CCc1ccccc1	-22.3	-2.1	-2.2	4.1	-5.2	i	i	-7.4	10.3
COc1ccc(CNC(=O)c2cccc(C)c2[N+](=O)[O-])cc1	-4.8	-0.2	1.0	-1.0	-4.4	i	i	-3.2	-1.3
O=C(NCc1ccccc1)C(c1ccccc1)N(Cc1ccc2c(c1)OCO2)C(=O)Cc1cccs1 (stereo not drawn)	2.5	-10.6	-19.4	3.9	-4.0	i	i	-7.7	33.2
Cc1cccc(NC(=O)CN2C(=O)N/C(=C\c3ccccc3OCc3ccc(C(=O)O)cc3)C2=O)c1	4.7	-4.3	1.0	1.2	3.1	i	i	9.4	2.6
Cc1cccc(CCN2C(N(C)C)=NC[C@@H]2CC(C)C)c1	-17.2	-1.6	-1.6	2.6	-3.5	i	i	-4.5	-11.6
O=C(OCC(=O)C12CC3CC(CC(C3)C1)C2)c1ccc(O)cc1	-11.9	3.6	6.3	2.8	3.6	i	i	-14.6	14.9
CCOC(=O)C1=C(c2cccc(F)c2)NC(=S)NC1C (stereo not drawn)	1.0	-135.7	1.1	-1.4	2.7	i	i	9.2	-4.3
CCCCN(C)C(=O)c1sc(=O)n(CC(=O)c2ccccc2OC)c1C	10.3	-0.5	8.6	-0.9	-2.9	i	i	5.0	1.1
O=C(/C=C/c1ccc(O)c([N+](=O)[O-])c1)c1ccc2ccccc2c1	10.9	-11.1	4.7	-0.7	8.8	i	i	15.1	-2.5
COC(=O)c1c(NC(=O)c2ccc(OC(C)C)cc2)sc2c1CC(C)(C)NC2(C)C	-4.2	2.5	·	-2.7	2.5	i	i	7.6	9.4
Cc1ccc(S(=O)(=O)N2CCCCC2)cc1C(=O)NCCCN1CCOCC1	13.7	-0.3	-0.7	-0.3	-3.2	i	i	2.6	-6.8
COc1ccc2sc(N(CCCN(C)C)C(=O)c3ccc(S(=O)(=O)N4CCCC4)cc3)nc2c1	-0.8	0.4	7.1	-1.1	1.9	i	i	-3.9	-7.8
C[C@@H]1CCC[C@H](C)N1NC(=O)c1ccc(Cl)c(S(N)(=O)=O)c1	-2.7	4.8	-0.1	0.2	2.1	i	i	-2.9	-7.3
CN(C)S(=O)(=O)c1cccc(NC(=S)N/N=C/C2CC=CCC2)c1 (stereo not drawn)	12.1	-14.0	-0.9	5.0	1.8	i	i	-1.7	-11.1

No enrichment for hits. About 3.9% of those tested had a hit in this group.
